Bioassay records as filed in PubChem.
SENP1 FRET inh = SENP1 (human) catalytic domain inhibition | Q9P0U3 | recombinant SENP1 catalytic domain, CyPet-SUMO1-YPet FRET cleavage | inhibition, % at 10 µM | 0.21% of 360,000 active | AID 624204;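 active = inhibition at least 30% at 10 µM, raw YFP signal under a set limit, fluorescence ratio 0.5 to 1.5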;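 also: 0% = enzyme with DMSO and 100% = no enzyme wells; some results filed as inactive read as strong as hits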
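Test system: recombinant human SENP1 catalytic domain, His6-tagged / Medium: pH 8 Tris buffer with EDTA, NaCl, BME, BSA, NP40, catalase / Also added: SUMO1 FRET substrate flanked by Cypet and Ypet, 25 nM / Times: 50 min reaction at room temperature / Signal: FRET, CFP and YFP emission / Control set: no-enzyme low control and enzyme-plus-DMSO high control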
HKDC1 inh = inhibitors of human hexokinase HKDC1. Q2TB90. recombinant HKDC1, G6PDH/diaphorase resazurin coupled fluorescence. inhibition, % at 20 µM. 0.16% of 340,000 active. AID 493160;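 active = inhibition above about 35% when tested at 20 µM, limit read from the data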;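 also: plate controls were DMSO wells with enzyme for no effect and DMSO wells lacking enzyme for full effect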
Target sequence (Q2TB90 whole entry, looked up): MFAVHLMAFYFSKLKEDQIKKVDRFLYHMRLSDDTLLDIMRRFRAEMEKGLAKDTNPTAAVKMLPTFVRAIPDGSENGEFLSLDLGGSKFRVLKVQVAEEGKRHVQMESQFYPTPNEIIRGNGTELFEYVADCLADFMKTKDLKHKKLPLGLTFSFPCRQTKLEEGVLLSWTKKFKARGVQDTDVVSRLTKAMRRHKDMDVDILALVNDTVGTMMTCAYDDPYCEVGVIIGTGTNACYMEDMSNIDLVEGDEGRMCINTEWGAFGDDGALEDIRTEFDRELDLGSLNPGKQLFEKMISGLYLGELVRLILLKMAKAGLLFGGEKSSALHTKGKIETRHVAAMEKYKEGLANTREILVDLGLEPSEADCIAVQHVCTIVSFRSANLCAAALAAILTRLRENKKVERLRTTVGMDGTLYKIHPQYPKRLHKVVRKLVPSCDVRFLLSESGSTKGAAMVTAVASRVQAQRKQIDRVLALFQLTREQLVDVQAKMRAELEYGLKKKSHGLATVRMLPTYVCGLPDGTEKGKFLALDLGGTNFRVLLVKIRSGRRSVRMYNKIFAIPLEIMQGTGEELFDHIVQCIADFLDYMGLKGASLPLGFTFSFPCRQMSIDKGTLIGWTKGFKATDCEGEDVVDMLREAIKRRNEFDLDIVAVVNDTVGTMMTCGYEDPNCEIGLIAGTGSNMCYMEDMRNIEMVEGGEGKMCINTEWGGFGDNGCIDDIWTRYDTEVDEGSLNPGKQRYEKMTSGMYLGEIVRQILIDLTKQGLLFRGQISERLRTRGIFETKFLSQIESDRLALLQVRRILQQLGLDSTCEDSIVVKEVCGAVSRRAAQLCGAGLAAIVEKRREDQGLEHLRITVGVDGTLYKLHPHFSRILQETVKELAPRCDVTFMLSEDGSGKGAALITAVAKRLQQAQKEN
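Incubation: 90 min at room temperature in dark / Material: recombinant HKDC1 (HK5) hexokinase enzyme, produced in-house / Quantity: enzyme 5 µg/mL final / Compound: one dose of 20 µM, 1% DMSO / Reagent: glucose and ATP substrates / Buffer or medium: Tris pH 8.0 buffer with MgCl2, Tween-20, BSA, BME / Technique: resorufin fluorescence at 613 nm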
SENP8 block-1 = blocks human SENP8 cleavage of Nedd8 substrate; Q96LD8; recombinant SENP8, Nedd8 substrate fluorescence; inhibition, % at 20 µM; 0.64% of 360,000 active; AID 602440; in the data active = inhibition mostly above about 40%, no sharp cut-off; inactive = mostly below about 27%
SENP7 block = SENP7 protease inhibition. Q9BQF6. recombinant SENP7, Z-RLRGG-aminoluciferin luminescence, 40 min. inhibition, % at 5 µM. 1.5% of 330,000 active;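 active = inhibition above about 50% at the single test dose, limit read from the data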;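 also: plate controls were DMSO with enzyme for no effect and no enzyme buffer wells for full effect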
Apaf1 inhib = human Apaf-1 inhibition. O14727. inhibition, % at 20 µM. 0.71% of 330,000 active. reconstituted apoptosome caspase-3 activity, DEVD-Rh110 fluorescence; active = inhibition of at least 40% at 20 µM;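 also: plate controls were DMSO wells for no effect and DEVD-CHO caspase inhibitor wells for full effect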
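detection = Rh110 fluorescence intensity | test system = biochemical Apaf-1 apoptosome reconstitution | also added = cytochrome c and DEVD-Rh110 substrate | schedule = 30 min plus 50 min, RT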
SENP8 block-2 = SENP8 protease inhibition; 1.2% of 330,000 active; inhibition, % at 10 µM; Q96LD8; purified SENP8, Z-RLRGG-aminoluciferin cleavage, luminescence; AID 2540; in the data active = inhibition above about 50%
SENP6 inh = inhibitors of human SENP6 protease; Q9GZR1; Recombinant SENP6 catalytic domain, aminoluciferin luminescence; inhibition, % at 10 µM; 1.8% of 330,000 active;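 active = inhibition above about 50% at the single tested dose, limit read from the data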;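 also: plate controls were DMSO wells with enzyme for no effect and DMSO wells lacking enzyme for full effect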
NLRP3 yeast inh = inhibitors of NALP3 inflammasome in yeast; Yeast reconstituted NLRP3/ASC/caspase-1, beta-gal luminescence, 24 h; inhibition, % at 10 µM; 0.39% of 330,000 active;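 active = inhibition of 50% or more; inactive = inhibition below 50%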;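 also: plate controls were induced DMSO wells for no effect and uninduced yeast grown without galactose for full effect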
PfGluPho inh = PfG6PD (Plasmodium falciparum) enzyme inhibition. PfGluPho enzyme, NADPH resazurin-diaphorase fluorescence. inhibition, % at 20 µM. 0.78% of 350,000 active. AID 504690;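 active = inhibition reaching at least a set limit at 20 µM in the primary screen, cut at about 59% in these data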;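 also: 0% = DMSO wells with substrate and 100% = DMSO wells lacking glucose-6-phosphate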
The depositor's hits bear a star; / = not tested or not shown.

Screens in order – SENP1 FRET inh, HKDC1 inh, SENP8 block-1, SENP7 block, Apaf1 inhib, SENP8 block-2, SENP6 inh, NLRP3 yeast inh, PfGluPho inh
1) CCN1CCN(C(=O)/C=C/c2ccc3c(c2)OCO3)CC1
    1, -9, -140, 0, 1, -4, -36, 4, -10
2) CNCC(O)c1ccc(OC(=O)C(C)(C)C)c(OC(=O)C(C)(C)C)c1 (stereo not drawn)
    1, -5, -2, -9, 16, 2, -3, 3, 17
3) Cc1nn(-c2nnc(NC3CCCCC3)nn2)c(C)c1Br
    0, 1, 25, -4, 9, 2, 9, 32, 2
4) Cc1ccc(C(C(=O)NC2CCCC2)N2CCCCC2)cc1 (stereo not drawn)
    1, -7, 16, -1, 12, 6, -7, 2, 5
5) C/C(=N\NC(=O)Cn1cnc2ccccc21)c1cccs1
    -1, -6, 9, -13, 9, -8, -16, 12, -6
6) COc1ccc(CCNC(=O)CN2C(=O)C3(OCCCO3)c3ccccc32)cc1OC
    2, -9, 7, 1, 0, 1, -9, 21, -1
7) COc1ccc(-n2c(COc3ccc(C)cc3)nnc2SCC(=O)O)cc1
    1, -4, 1, -6, -2, -9, -26, 11, -34
8) O=C(COC(=O)CNC(=O)C1CCCCC1)Nc1ccc(Br)cc1Br
    7, -7, 5, -3, 6, 0, -8, 10, 26
9) CS(=O)(=O)N(CCc1ccccc1)CC(=O)N1CCN(c2ccccc2F)CC1
    2, -2, 15, 0, -1, 0, 4, 19, -11
10) CCC(Oc1cc(Cl)ccc1Cl)C(=O)N1CCCN(C)CC1 (stereo not drawn)
    0, 2, 11, -6, 11, 2, -2, 8, -5
11) COc1cc(OC)cc(-c2nnc(SCC(=O)N(Cc3ccccc3)C(C)(C)C)o2)c1
    4, -2, 8, 2, -5, -7, 3, 11, 14
12) Cc1n[nH]c(C)c1CN(C)C(=O)C1CCC(=O)N(CC2CCCCC2)C1 (stereo not drawn)
    3, -4, 7, -9, -1, -9, -12, 13, -10
13) O=C(CCN1C(=O)C2CC=CCC2C1=O)Nc1nccs1 (stereo not drawn)
    3, -7, 7, -2, -12, -2, -6, 6, -4
14) CC1CCC2(CC1)NC(=O)N(CC(=O)Nc1cccc(S(=O)(=O)N3CCCC3)c1)C2=O (stereo not drawn)
    3, 0, 8, -2, -6, 3, 9, -3, -3
15) CCOC(=O)c1c(C)[nH]c(C)c1S(=O)(=O)N(C)CC(=O)Nc1ccc(C)cn1
    0, 5, 7, 0, -2, 5, -4, -4, -4
16) Cc1cccc(NC(=O)/C(C#N)=C/c2ccc(F)cc2)n1
    -2, 5, -4, 2, 7, -3, -8, 13, 11
17) Cn1nc(C(=O)Oc2cc(=O)n(C)c3ccccc23)c2ccccc2c1=O
    0, -10, -4, -1, 9, -6, -8, -5, 18
18) COc1ccc(CN2CCN(C(C)C(=O)N(C)Cc3cccc(F)c3)CC2)cc1OC (stereo not drawn)
    1, 2, 7, 4, 3, 1, -20, 16, -2
19) COc1ccc(NC(=O)C2CCCN2C(=O)NC2CCCCC2)c(OC)c1 (stereo not drawn)
    2, 2, 0, 0, -1, 10, 2, 19, 7
20) CCOc1ncccc1C(=O)N1CCN(c2ccc(C(F)(F)F)cn2)CC1
    1, 1, -32, 3, -10, 4, 17, -1, -3
21) Cc1c(NC(=O)C(CC(=O)O)NCc2ccco2)c(=O)n(-c2ccccc2)n1C (stereo not drawn)
    0, 4, 6, /, /, /, /, /, 4
22) O=[N+]([O-])c1ccc(C(O)CNC(=S)Nc2ccccc2)cc1 (stereo not drawn)
    2, -10, -1, -3, -3, 0, -24, 14, -7
23) C/C(=C\C(=O)c1ccccc1)Nc1cccc(O)c1
    -3, 14, 10, -1, -17, 45, 58*, 40, 6
24) CCOCCCNC(=O)C(NC(=O)c1ccccc1O)c1ccc(C)cc1 (stereo not drawn)
    2, -2, -254, -8, 9, -5, 9, -1, 5
25) COc1ccc(S(=O)(=O)Nc2ccc(Cc3ccncc3)cc2)cc1C
    1, 1, 4, -6, 7, -8, 0, 2, -4
26) O=S(=O)(N/N=C/c1ccc(Cl)cc1)c1ccc(Cc2ncc(C(F)(F)F)cc2Cl)s1
    2, 5, 19, 9, 6, -5, 4, -17, -4
27) Cc1ccc(NC(=S)Nc2c(C)n(C)n(-c3ccccc3)c2=O)cc1
    0, 1, 18, 5, 0, 5, 8, 13, -5
28) CCC(C)NC(=O)c1ccc2c(c1)S(=O)(=O)c1ccccc1C2=O (stereo not drawn)
    2, -7, -6, -7, -4, 3, -2, 14, 8
29) CCCn1c2ccccc2c2cnn(CC(=O)NC3CCC(C)CC3)c(=O)c21 (stereo not drawn)
    1, -3, -27, -8, -4, 0, 9, -1, -4
30) Cn1cc(/C=C2\SC(=S)N(NC(=O)c3ccccc3Cl)C2=O)c2ccccc21
    -27, -2, 44*, /, /, /, /, /, 54
31) CSC1=C(C#N)C(c2cccc(Br)c2)CC(=O)N1 (stereo not drawn)
    -2, -3, 11, -5, -1, 1, 3, 0, -2
32) O=C(Cc1ccccc1)NN1C(=O)C2C(C1=O)C1C=CC2C12CC2 (stereo not drawn)
    2, -3, 25, -5, -6, -4, -8, -6, -16
33) COc1cc(C2Nc3ccc4ncccc4c3C3=C2C(=O)CCC3)cc(OC)c1O (stereo not drawn)
    -64, 15, -156, 15, 3, -6, -2, -4, 69*
34) Cc1ccc(/C=N\n2c(-c3ccccc3)n[nH]c2=S)s1
    -2, -1, 25, -1, 0, 7, -10, 32, 25
35) Cc1ccc(NC(=O)CCNC(=O)c2ccccc2)cc1F
    0, -5, 6, -3, 9, 2, -4, 8, 20
36) COc1ccc(-c2cc(C(F)(F)F)nc(SCC(=O)NCc3cccs3)n2)cc1OC
    -2, -3, -395, 5, -4, -6, 8, 15, 0
37) COc1ccccc1N(CC(=O)NCCc1ccccc1)C(=O)CCC(=O)Nc1nccs1
    -1, -7, -4, -7, 4, -5, -13, 21, -11
38) CN(C(=O)c1cccc(C#N)c1)c1nnc(C2CCCO2)s1 (stereo not drawn)
    -3, -2, 18, -5, -1, 5, -1, 2, 0
39) COCc1cc(=O)[nH]c(/N=C(\N)Nc2ccccc2C)n1
    1, -8, 6, 1, -4, -11, -6, 5, -16
40) O=C(Nc1ccc2nn(-c3ccccc3)nc2c1)c1ccc2c(c1)OCCO2
    2, -2, -488, 13, -1, -10, -15, 8, 13
41) O=S(=O)(c1cccs1)N1CCC(Cc2ccccc2)CC1
    3, -1, 25, -6, 19, -9, -3, 3, -3
42) COc1ccc(OC)c(C(C(=O)NC2CCCCC2)N(C(=O)c2snc(C(N)=O)c2N)c2ccccc2OC)c1 (stereo not drawn)
    -25, -6, -320, -6, 22, -13, 22, 9, -2
43) CCOC(=O)Cc1cnc(NC(=O)CSc2nc(C)cc(C)n2)s1
    1, -8, 5, 3, -6, -2, 0, 8, -6
44) O=C(CC1COc2ccccc2O1)NCCc1ccccc1 (stereo not drawn)
    -2, -2, 27, 4, 10, -3, 6, 36, -11
45) COc1ccc(NC(=O)c2sccc2C)cn1
    0, -5, 7, 27, 0, 22, 31, 8, 16
46) NC(=O)c1c(NC(=O)C2COc3ccccc3O2)sc2c1CCN(Cc1ccccc1)C2 (stereo not drawn)
    -37, -7, -230, 2, 16, -4, -1, -4, 7
47) COc1cc2sc3ccc(C#CC4(O)CCCCC4)cc3c(=O)c2cc1OC
    -116, 16, -473, 99*, 3, 94*, 98*, -51, 35
48) O=C(COc1cccc2ccccc12)NCc1cccnc1
    1, 11, -2, 3, -9, 1, -3, 16, -24
49) CC1CCc2c(sc(NC(=O)C3CCCO3)c2C#N)C1 (stereo not drawn)
    0, -4, 9, 2, -8, -12, -15, -2, 0
50) N#CC1=C(N)N(c2ccccc2)C(c2ccco2)C1(C#N)C#N (stereo not drawn)
    -7, -3, -475, 0, 5, 3, -7, -16, -15
51) Cc1nn(-c2ccccc2)c(Cl)c1/C=N/N1CCN(c2ccccn2)CC1
    5, 1, 12, -3, 0, -4, 1, -8, -3
52) N/C(=N\OC(=O)CCc1ccccc1)c1cccc(Br)c1
    2, -6, 12, 4, -7, -3, -2, 10, 16
53) CC[C@]12c3[nH]c4ccc(OC)cc4c3CCN1C(=O)C(CC(=O)NCC13CC4CC(CC(C4)C1)C3)C[C@@H]2C(=O)N1CCN(C(=O)C2CC2)CC1 (stereo partly drawn)
    1, 3, 9, -5, 24, /, /, /, 9
54) O=C(CN1CCCCC1)NC1CCc2cc3c(cc21)CCC3 (stereo not drawn)
    0, -2, 31, 11, -10, -11, -4, 7, 3
55) CN(Cc1ccco1)C(=O)Cn1cc(S(=O)(=O)N2CCCC2)c(S(=O)(=O)N2CCCC2)c1
    -3, -2, 10, 21, -13, -6, -8, -1, -3
56) COc1cc2ccnc(Cc3cccc(OC)c3OC)c2cc1OC
    2, -5, 34, 26, 2, 1, 14, 10, -28
57) OCCN1CCN(c2cc(-c3ccccc3)c3ccccc3n2)CC1
    2, 3, -180, -10, 13, -4, -10, 36, 5
58) Cc1c2cnn(CC(=O)Nc3c(F)c(F)cc(F)c3F)c(=O)c2c(C)n1Cc1ccc(F)cc1
    /, /, /, 2, -4, 6, -3, 7, /
59) O=C1CC(c2ccccc2)=NN1c1ccccc1
    -1, 3, -210, /, /, /, /, /, 4
60) COc1ccccc1NC(=O)c1ccc2c(c1)N(CC#N)C(=O)C(C)(C)O2
    0, 4, 12, 0, 6, -1, 0, 3, -11

Compounds listed so far containing a COOH group, in the order listed:
Screens in order – SENP1 FRET inh, HKDC1 inh, SENP8 block-1, SENP7 block, Apaf1 inhib, SENP8 block-2, SENP6 inh, NLRP3 yeast inh, PfGluPho inh
7) COc1ccc(-n2c(COc3ccc(C)cc3)nnc2SCC(=O)O)cc1
    1, -4, 1, -6, -2, -9, -26, 11, -34
21) Cc1c(NC(=O)C(CC(=O)O)NCc2ccco2)c(=O)n(-c2ccccc2)n1C (stereo not drawn)
    0, 4, 6, /, /, /, /, /, 4
